Screens (PubChem)
MCL1 BIM primary: MCL1-BIM-BH3 interaction inhibition (human). Q07820. GST-MCL1 / FITC-Bim-BH3 fluorescence polarization. inhibition, % at 10.9 µM. 320,000 compounds, 0.68% hits. AID 2057;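 active = inhibition above the mean inhibition of all tested compounds plus 3 SD, set per campaign, cut at about 40% in these data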;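 also: 0% = DMSO wells and 100% = unlabeled Bim-BH3 peptide control; higher means more loss of mP so more displacement of Bim peptide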
Target sequence (Q07820 whole entry, looked up): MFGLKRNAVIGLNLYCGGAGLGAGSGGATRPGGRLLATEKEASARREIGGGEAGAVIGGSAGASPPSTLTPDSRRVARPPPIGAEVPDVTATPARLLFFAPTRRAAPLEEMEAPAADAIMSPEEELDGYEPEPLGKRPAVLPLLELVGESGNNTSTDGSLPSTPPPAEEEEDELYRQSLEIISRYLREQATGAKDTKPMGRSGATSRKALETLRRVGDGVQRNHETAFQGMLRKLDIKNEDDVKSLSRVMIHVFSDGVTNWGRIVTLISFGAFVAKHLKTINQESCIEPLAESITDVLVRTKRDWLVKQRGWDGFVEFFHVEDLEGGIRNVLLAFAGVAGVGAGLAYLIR
Bcl-xL primary: blocks human Bcl-xL binding to Bim BH3 peptide | Q07817 | GST-Bcl-xL / FITC-Bim BH3 peptide fluorescence polarization | inhibition, % at 10.9 µM | 320,000 compounds, 0.7% hits | AID 2129;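 active = inhibition above the mean of all tested compounds plus 3 SD, cutoff set per campaign, cut at about 30% in these data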;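 also: 0% = DMSO wells and 100% = unlabeled Bim-BH3 peptide competitor; inhibitors lower millipolarization by displacing the labeled peptide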
MEX-5 binding: C. elegans MEX-5 TCR-2 RNA binding activity; Q9XUB2; AID 1832; MEX-5/FITC-TCR2 RNA binding, fluorescence polarization; active compounds read low; 300,000 compounds, 0.38% hits; activity score (negative = inhibition of binding), % at 10 µM;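 active = inhibition past about -25% in most replicates, and total fluorescence under double the plate's negative control median, limit read from the data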;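 also: 0% = DMSO and -100% = 5 µM competing unlabeled TCR2 RNA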
TPT1 inhibitor: C. albicans TPT1 enzyme inhibition; recombinant caTPT1, FP RNA substrate dephosphorylation; inhibition, % at 5 µM; 300,000 compounds, 0.81% hits; AID 1962;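 active = inhibition above the mean of all tested compounds plus 3 SD, set per screening campaign, cut at about 24% in these data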;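 also: plate controls were DMSO alone for no effect and ferristatin control at 100 nM for full effect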
Fam108B inh: counter-screen for RBBP9 inhibitors: inhibitors of mouse Fam108B. recombinant Fam108B, FP-Rh probe fluorescence polarization. inhibition, % at 9.51 µM. 300,000 compounds, 0.33% hits;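 active = inhibition above the screen mean inhibition plus 3 SD, computed separately per campaign, cut at about 18% in these data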;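 also: inhibitors lower polarization as less probe binds the enzyme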
PAD4 inh: inhibitors of human PAD4; Q9UM07; inhibition, % at 6.36 µM; 330,000 compounds, 0.41% hits; recombinant PAD4, RCA probe fluorescence polarization;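 active = percent inhibition above a cutoff equal to the mean of all tested compounds plus 3 SD, cut at about 15% in these data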;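 also: 0% = PAD4 with RCA probe and DMSO and 100% = probe without PAD4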
PME-1 primary: PME-1 (human) inhibition; Q9Y570; recombinant PME-1, FP-Rh probe fluorescence polarization; inhibition, % at 5.9 µM; 320,000 compounds, 0.53% hits;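 active = inhibition above the campaign mean of all compounds plus 3 SD, cut at about 26% in these data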;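 also: competitive labeling of PME-1 active site by serine hydrolase directed probe; 0% = PME-1 with DMSO and 100% = wells lacking PME-1 enzyme; inhibitors block probe labeling so polarization falls and inhibition rises; many of its hits are not listed in these tables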
Target sequence (Q9Y570 whole entry, looked up): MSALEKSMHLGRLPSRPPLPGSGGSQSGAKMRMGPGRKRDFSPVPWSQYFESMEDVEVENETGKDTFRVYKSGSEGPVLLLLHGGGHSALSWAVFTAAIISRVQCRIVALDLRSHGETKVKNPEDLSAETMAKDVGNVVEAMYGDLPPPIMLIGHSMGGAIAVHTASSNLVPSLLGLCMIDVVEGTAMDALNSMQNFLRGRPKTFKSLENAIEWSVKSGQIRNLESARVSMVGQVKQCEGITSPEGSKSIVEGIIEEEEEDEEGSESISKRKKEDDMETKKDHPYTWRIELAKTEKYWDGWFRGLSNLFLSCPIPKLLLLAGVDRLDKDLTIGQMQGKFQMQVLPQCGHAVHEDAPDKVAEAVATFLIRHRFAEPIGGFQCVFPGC
GLD-1 TGE inh: GLD-1-TGE RNA interaction inhibition (C. elegans); Q17339; 320,000 compounds, 0.44% hits; inhibition, % at 5.96 µM; purified GLD-1 + fluorescein TGE RNA, fluorescence polarization;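 active = percent inhibition above a per-plate cutoff, the plate mean of test compounds plus 3 SD, cut at about 30% in these data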;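 also: 0% = DMSO wells with GLD-1 and probe and 100% = wells lacking GLD-1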
GSTO1 inh: counter-screen for RBBP9 inhibitors: inhibitors of human GSTO1; P78417; recombinant GSTO1, activity-based probe fluorescence polarization; inhibition, % at 5.96 µM; 300,000 compounds, 1.1% hits; AID 1974;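 active = inhibition above the campaign mean inhibition plus 3 SD, cut at about 35% in these data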;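 also: 0% = GSTO1-1 with DMSO and 100% = wells lacking GSTO1-1 enzyme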
Target sequence (P78417 whole entry, looked up): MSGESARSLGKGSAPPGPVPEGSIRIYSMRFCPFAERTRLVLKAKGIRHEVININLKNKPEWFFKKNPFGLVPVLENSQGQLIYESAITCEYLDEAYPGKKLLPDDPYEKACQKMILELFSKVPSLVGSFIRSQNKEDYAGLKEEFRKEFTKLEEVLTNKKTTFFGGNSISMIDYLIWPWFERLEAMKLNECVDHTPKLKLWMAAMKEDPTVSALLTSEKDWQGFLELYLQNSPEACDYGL
Active calls of the source: *; / = no result given. A portion of the library. The share of hits here may be higher or lower than overall.

SMILES	MCL1 BIM primary	Bcl-xL primary	MEX-5 binding	TPT1 inhibitor	Fam108B inh	PAD4 inh	PME-1 primary	GLD-1 TGE inh	GSTO1 inh
COc1ccc(C)cc1NC(=O)C1CCCN(S(=O)(=O)c2cccc3nonc23)C1 (stereo not drawn)	10	4	1.3	2	-3	7	4	8	5
O=C(N/N=C/c1ccc(O)c(O)c1)c1cccc(S(=O)(=O)N2CCCCC2)c1	19	6	-3.5	-3	2	1	3	-4	25
COc1ccc(C(CNC(=O)c2oc3cc(Br)ccc3c2C)N2CCCCC2)cc1 (stereo not drawn)	-3	0	-1.9	-1	5	-3	-3	5	-2
CCCC(c1nnnn1Cc1cccs1)N1CCN(c2nc3ccccc3s2)CC1 (stereo not drawn)	-5	-1	-0.1	-2	-5	-2	4	-9	-1
O=C(CSc1ncnc2c1oc1ccccc12)NCC1CCCO1 (stereo not drawn)	-4	2	-0.6	-1	2	2	1	8	-9
CCn1c(=O)c2cc(C(=O)NCCOC)sc2c2ccccc21	-1	1	-1.7	-1	0	4	-3	3	-4
CC1CN(c2oc(-c3ccco3)nc2C#N)CC(C)O1 (stereo not drawn)	2	5	-1.3	0	-3	6	-4	-3	-6
COc1ccc(NS(=O)(=O)c2ccc(NS(=O)(=O)c3cccc(C(=O)O)c3)cc2)cc1	7	6	1.2	-2	-7	3	-1	5	-79
COc1ccc(N2CC(C(=O)N3CCN(c4ccccc4F)CC3)CC2=O)cc1 (stereo not drawn)	4	5	-3.1	0	3	1	4	0	3
CCOc1ccccc1Nc1nnc(SCc2ccc(C(=O)OC)o2)s1	8	2	1.7	-1	4	2	17	3	-2
O=C(CCCCn1c(=O)[nH]c2ccsc2c1=O)NCc1ccc2c(c1)OCO2	-4	-2	-1.4	2	5	-1	5	-3	-3
CCOc1ccc(C(CC(=O)O)NC(=O)C(CC)c2ccccc2)cc1 (stereo not drawn)	3	-2	-0.6	-6	-3	1	-2	-5	-1
CCOc1ccc2nc(SCC(=O)NCc3ccccc3)[nH]c2c1	10	9	4.0	0	2	-4	1	0	2
N#Cc1ccccc1OCC(=O)OCC(=O)NC1CC1	-3	2	/	/	/	-4	-5	1	/
CCOC(=O)C1C(=O)CC(C)(O)C(C(=O)OCC)C1c1cccc(OC(F)(F)C(F)F)c1 (stereo not drawn)	2	6	5.9	0	0	0	-6	3	0
CCOc1ccc(C(=O)NC2CC3CCCC(C2)N3CC(C)C)cc1 (stereo not drawn)	-2	2	-0.3	-2	0	-1	0	1	8
Cc1ccc2nc(N3C(=O)C(O)=C(C(=O)c4cc5ccccc5o4)C3c3cccs3)sc2c1 (stereo not drawn)	10	10	-0.4	2	-25	-32	-23	4	-57
c1ccc(-n2c(-c3ccco3)nnc2-c2ccco2)cc1	-3	5	/	-3	-6	-5	-6	2	1
O=C(O)c1cc(NS(=O)(=O)c2ccc(N3CCOCC3)c([N+](=O)[O-])c2)cc(C(=O)O)c1	3	3	0.5	1	0	-1	-2	2	2
CCCCCCCc1nc2nc(C)c(Br)c(=O)n2[nH]1	-2	4	-0.6	-2	0	-6	4	11	-8

SMILES	MCL1 BIM primary	Bcl-xL primary	MEX-5 binding	TPT1 inhibitor	Fam108B inh	PAD4 inh	PME-1 primary	GLD-1 TGE inh	GSTO1 inh
CCC(C)(C)n1nnnc1C(c1ccc(O)cc1)N1CCc2ccccc2C1 (stereo not drawn)	8	8	-0.2	-2	5	-1	5	1	2
O=C(CCC(=O)c1cccs1)Nc1ccc(N2CCCCC2)cc1	4	-3	-0.6	10	0	7	-8	0	7
CCOC(=O)N1CCN(C(=O)c2oc3ccc(S(=O)(=O)N4CCOCC4)cc3c2C)CC1	1	-6	0.1	-1	0	-3	0	-7	0
CCOC(=O)c1ccc(S(=O)(=O)NNC(=O)COc2ccccc2C)cc1	-12	0	-0.4	0	-2	0	1	3	-3
Cc1cc(NC(=O)CSc2nnc(-c3cccnc3)n2C)no1	-3	8	-1.2	1	2	-5	-5	-5	3
Nc1c(/C=C2/C=CC(=O)C(O)=C2)c(=O)nc2sc(CC(=O)N3CCCC3)nn12	20	10	-16	5	0	3	3	3	27
Cc1nc2ncccn2c1-c1csc(Nc2ccccc2)n1	-2	0	-1.4	1	5	1	-5	5	-2
NC(=O)c1cc([N+](=O)[O-])c(Cl)cc1NCc1ccncc1	9	10	/	-2	0	-1	0	0	0
O=C(CSCC(=O)N1CCCc2ccccc21)Nc1nc(-c2ccccc2)cs1	2	3	-1.3	0	-4	3	-10	-5	-9
COc1cccc(O)c1CN1CCC(C(=O)Nc2ccc(-c3cccc(C)c3)cc2)CC1	6	5	5.3	-2	-10	0	-10	3	-3
C=C(C)COc1ccc(-c2ncncc2-c2ccccc2)c(O)c1	3	4	2.0	1	0	-4	-6	-2	-2
Cc1noc(NS(=O)(=O)c2ccc(NC(=O)/C=C/c3ccc(C(C)C)cc3)cc2)c1C	10	5	1.3	1	7	2	3	4	2
O=C(N/N=C/c1ccc([N+](=O)[O-])cc1)C(=O)N1CCCC1	9	2	-0.2	-3	-3	5	3	1	13
CCOc1ccc(-n2c(SCC(=O)NCc3ccco3)nnc2-c2c[nH]c3ccccc23)cc1	-9	-5	-1.1	-4	3	-3	3	-4	5
O=C(/C=C/c1ccco1)Nc1cccc(NC(=O)/C=C/c2ccco2)n1	2	6	-0.1	0	-11	-5	-12	7	-13
COc1ccc(C(=O)NC2CCc3ccccc32)cc1OC1CCN(C(C)=O)CC1 (stereo not drawn)	0	5	1.3	3	-1	0	6	3	4
CCN1C(=NCCN2CCOCC2)N[C@@H](c2ccccc2)C(C(=O)OC)=C1C	-18	-10	3.7	-3	4	1	0	0	2
CCCn1c2ccccc2c2cnn(CC(=O)N3CCN(C4CCCCC4)CC3)c(=O)c21	6	4	1.4	-1	3	2	4	-8	0
C[C@H](NC(=O)c1nc[nH]c1C(=O)NCCCCCN)C(=O)OC(C)(C)C	-3	2	-1.4	-2	3	-6	-2	-1	-5
Cc1nc(-c2nnc(SCC(=O)Nc3ccc(Cl)cc3)n2C)cs1	2	0	-1.0	0	0	3	6	4	2

SMILES	MCL1 BIM primary	Bcl-xL primary	MEX-5 binding	TPT1 inhibitor	Fam108B inh	PAD4 inh	PME-1 primary	GLD-1 TGE inh	GSTO1 inh
CCN(CC)c1ccc(/C=N/N2CCN(Cc3ccc(Cl)cc3)CC2)c(O)c1	2	3	0.5	-4	5	3	-1	-2	6
CC(C)(C)c1ccc(C(=O)c2c[nH]c(C(=O)NCC3CCCO3)c2)cc1 (stereo not drawn)	1	3	0.9	-2	-1	-1	0	-4	-14
CCc1ccc(OCC(=O)NNC(=O)CSc2ncnc3sc(C)c(C)c23)cc1	8	6	0.8	-1	0	0	1	-2	5
CN(C)S(=O)(=O)c1cccc(COC(=O)CN2CCCCCC2=O)c1	-3	-4	-1.1	4	-1	-6	5	2	0
CSc1nnnn1-c1c(C)cc(C)cc1C	1	1	-0.5	-1	1	1	1	1	2
CCn1cc(C(=O)NCc2ccc(Cl)cc2)c(=O)c2cc(S(=O)(=O)N(C)C)ccc21	0	-1	-1.7	2	0	-3	-5	6	3
Cn1c(SCc2nc(-c3cccs3)no2)nnc1C1CCCCC1	-6	2	0.7	1	-1	5	0	-1	8
O=C(CN1CCN(Cc2ccc(Cl)cc2)CC1)N/N=C/c1ccncc1	8	5	-1.3	-4	2	-3	-1	4	5
CC(OC(=O)c1ccc(NC(=O)CC#N)cc1)C(=O)Nc1ccc(Oc2ccccc2)cc1 (stereo not drawn)	-61	-24	1.0	11	-52	-9	-52	-38	-41
N#Cc1c(/N=C/c2cccs2)sc2c1CCCCC2	5	5	0.4	-1	-6	-3	3	6	1
NC(=NC(=O)c1ccccc1)N1CCN(C(c2ccccc2)c2ccccc2)CC1	0	1	0.8	-1	-4	3	-10	1	-10
CCN(CC)S(=O)(=O)c1ccc(NCCc2ccccn2)nc1	1	-1	-1.5	-1	-2	-1	-2	-1	6
COc1ccc(/C=C2\N=C(SC)SC2=O)cc1OC	10	-1	0.2	-2	5	-5	1	-7	-8
COc1ccccc1CCC(=O)OCC(=O)Nc1cc(C)nn1-c1ccccc1	-5	1	0.4	-2	0	1	6	8	14
CCOC(=O)N1CCN(C(=S)NC(=O)c2cc(Br)ccc2Cl)CC1	1	3	-4.1	0	1	-2	-1	-7	8
CN(Cc1ccccc1)C(=O)c1ccc(NC(=O)Cc2cccc(NC(=O)C3CCCN(C(=O)CCc4ccccc4)C3)c2)cc1 (stereo not drawn)	1	1	/	/	/	-6	-22	-9	/
Cc1cc(OCC(=O)N2CCC(C(N)=O)CC2)c2c(C)cc(=O)oc2c1	-2	1	-1.4	-1	8	4	-3	5	-6
Cc1cc(=O)[nH]c(SCC(=O)N2CCCCC2)n1	7	-1	1.6	-1	5	0	2	2	4
Cc1nc2nc(SCC(=O)NCc3ccco3)nn2c(C)c1Cc1c(F)cccc1Cl	5	0	-2.0	2	-1	4	-8	2	14
O=C(c1cccc(C(F)(F)F)c1)c1c[nH]c(C(=O)NCCCN2CCOCC2)c1	-5	-7	-1.2	5	1	-4	-5	6	7

SMILES	MCL1 BIM primary	Bcl-xL primary	MEX-5 binding	TPT1 inhibitor	Fam108B inh	PAD4 inh	PME-1 primary	GLD-1 TGE inh	GSTO1 inh
COCCCN1CN=C(NS(=O)(=O)c2ccc(C)cc2)NC1	3	10	-1.4	-1	0	0	-2	2	-7
Cc1c(C#N)c(N)c(C(=O)c2ccccc2)n1Cc1ccccc1	-2	4	1.5	-5	4	0	3	-2	-1
N#CCC(=O)Nc1ccc(C(=O)OCC(=O)N2CCCC2=O)cc1	-4	-5	2.9	-2	-1	2	-14	5	8
CN1CCN(CC(=O)Nc2ccc([N+](=O)[O-])cc2Br)CC1	-2	1	-1.9	2	0	-1	-2	-1	6
CC(C)NC(=O)c1cc2c(-c3ccc(Cl)cc3)nn(C)c2s1	-3	-3	-1.1	-2	0	2	-6	3	4
CCc1nc(NCc2ccc3c(c2)OCO3)c2oc3ccccc3c2n1	4	6	1.1	-3	0	2	-1	8	-3
Cc1ccc(NC(=O)C2CCN(S(=O)(=O)c3c(C)noc3/C=C/c3ccco3)CC2)nc1	-5	5	1.1	5	3	2	3	2	0
Cc1cc(C)nc(/N=C(\NC(=O)C(C)(C)C)Nc2ccccc2)n1	2	6	-1.5	-1	-5	-5	-6	2	-4
O=C(CSc1n[nH]c(-c2cccnc2)n1)Nc1ccc(Br)cc1	3	6	0.0	-1	3	-5	2	2	-3
CC(C)Oc1cccc(C2NC(=O)c3ccccc3O2)c1 (stereo not drawn)	2	4	-0.5	0	1	-2	-1	3	-3
CCn1c(SCC(=O)NNC(=O)c2ccccc2)nnc1-c1ccncc1	2	-2	-1.9	-2	-1	5	-1	-1	2
CCN(CC)S(=O)(=O)c1ccc(C(=O)OCn2nnc3ccccc3c2=O)cc1	-6	8	-2.6	-3	-4	-2	3	-1	0
Cn1nc(OCC(=O)O)cc1C(F)(F)F	-2	1	-1.1	-5	2	5	-1	2	4
O=C(NCC1CCCO1)C(c1cccs1)N(Cc1cccs1)C(=O)Cn1nnc(-c2cccs2)n1 (stereo not drawn)	1	5	/	-1	0	4	3	1	5
Cn1c(=O)cc(N)n(Cc2ccccc2)c1=O	-1	1	1.8	-3	-4	3	0	3	4
COc1ccc(N2CCN(C(=O)CSc3nc4[nH]ncc4c(=O)n3-c3cccc4ccccc34)CC2)cc1	1	3	-1.1	-5	4	-1	1	7	13
